Screening data: PubChem BioAssay, National Center for Advancing Translational Sciences (NCATS)
DT40 TDP1 CPT: qHTS for Inhibitors of human tyrosyl-DNA phosphodiesterase 1 (TDP1): qHTS in cells in presence of CPT; hit rate 12% among 420,000; chicken DT40 Tdp1-/-;hTDP1 cells + 20 nM CPT, ATP luminescence, 48 h; AID 686979, 2013; Potency, µM (titrated, usually from 46.2 µM), inactives show top-dose activity change, negative = growth inhibition, hits mostly inhibitors; further: nearly all actives have a fitted effect of over 55% in size
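Chicken DT40 Tdp1-/- cells complemented with human TDP1, 400 cells/well, exposed to compounds plus 20 nM camptothecin for at least 48 h at 37 C; viability read as ATP content by CellTiter-Glo luminescence.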
TDP1 cell noCPT: qHTS for Inhibitors of human tyrosyl-DNA phosphodiesterase 1 (TDP1): qHTS in cells in absence of CPT; Potency, µM (titrated, usually from 46.2 µM), for the others: at the top dose activity change, negative = growth inhibition, most hits filed as inhibitors; DT40 Tdp1-/- hTDP1 cells, no CPT, ATP luminescence, 48 h; AID 686978, 2013; hit rate 15% among 420,000; further: nearly all actives have a fitted effect of over 55% in size
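Stably hTDP1-transfected Tdp1-null chicken DT40 cells were treated with library compounds minus camptothecin and grown for at least 48 hr at 37 °C, after which cellular ATP was quantified by luminescence.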
GCN5L2 inh: qHTS Assay for Inhibitors of GCN5L2. hit rate 0.21% among 390,000. Potency, µM (doses to about 58.9 µM), inactives show top-dose activity change, negative = inhibition, usual class: inhibitors. GCN5L2 HAT assay, ThioGlo1 CoA-SH fluorescence
Target sequence (Q92830 whole entry, looked up): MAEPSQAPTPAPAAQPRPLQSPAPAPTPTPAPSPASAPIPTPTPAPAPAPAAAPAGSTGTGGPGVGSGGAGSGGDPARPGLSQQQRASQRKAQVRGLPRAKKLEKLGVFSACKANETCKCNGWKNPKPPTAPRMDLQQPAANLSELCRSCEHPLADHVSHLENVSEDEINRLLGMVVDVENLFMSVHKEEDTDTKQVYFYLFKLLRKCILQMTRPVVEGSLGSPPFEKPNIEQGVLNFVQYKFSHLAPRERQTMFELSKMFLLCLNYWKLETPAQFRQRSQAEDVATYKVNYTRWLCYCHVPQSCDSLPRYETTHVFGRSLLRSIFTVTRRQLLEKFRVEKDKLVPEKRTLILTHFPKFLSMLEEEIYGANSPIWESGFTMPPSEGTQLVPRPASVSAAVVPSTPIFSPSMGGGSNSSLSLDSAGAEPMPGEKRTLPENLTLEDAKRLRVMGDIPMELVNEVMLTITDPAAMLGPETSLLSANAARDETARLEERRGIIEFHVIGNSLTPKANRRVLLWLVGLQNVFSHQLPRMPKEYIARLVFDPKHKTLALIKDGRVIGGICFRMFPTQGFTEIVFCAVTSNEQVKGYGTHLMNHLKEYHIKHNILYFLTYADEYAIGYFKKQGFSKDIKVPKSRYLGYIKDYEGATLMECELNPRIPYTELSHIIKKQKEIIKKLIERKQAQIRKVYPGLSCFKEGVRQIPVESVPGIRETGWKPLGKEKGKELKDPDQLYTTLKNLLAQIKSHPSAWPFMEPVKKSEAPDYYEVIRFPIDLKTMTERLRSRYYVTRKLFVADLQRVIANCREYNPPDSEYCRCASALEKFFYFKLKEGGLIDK
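GCN5L2 (20nM final) in 50mM HEPES, 0.1mM EDTA pH 7.5, 0.01% Tween-20 was preincubated 15 min at room temperature with compound, then given ThioGlo1 (50uM), H3(1-25) peptide (75uM) and acetyl-CoA (70uM); CoA-thiol fluorescence (Ex340/Em540) was read at 0 and 20 min.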
The depositor's hits bear a star; ? = inconclusive; . = not tested or not shown; & = joins results of further samples; [ ] = remark or other dose. The call rests on the fitted dose curve; in most records, active means well fitted curve in the direction sought with a large enough effect; inconclusive means small, poorly fitted or top-dose-only effect, or another doubt; inactive means no such curve, though single readings can be large; an effect the other way counts as inactive or inconclusive. On the % scale 0 is the no-effect control and ±100 the full control effect; potency means the concentration at half of the fitted maximal effect.

smiles	DT40 TDP1 CPT	TDP1 cell noCPT	GCN5L2 inh
COCCCn1c(SCC(=O)N2CCOCC2)nnc1-c1ccco1	-2%	6%	-5%
O=C(c1ccco1)N1CCC2(CCCN(c3ccncc3)C2)CC1	-10%	-28%	0%
CC(C)COC(=O)C1C(=O)CC(C)(O)C(C(=O)OCC(C)C)C1c1cccnc1 (centres undefined)	-9%	?	-15%
CCc1nc(N)c(C#N)c(-c2cccc3ccccc23)c1C	-17%	-1%	-2%
COc1ccccc1NC(=O)NC(=O)c1ccccc1	-28%	?	-6%
COc1ccc(NC(=O)CCCn2c(=O)c3sccc3n(Cc3cccc(C)c3)c2=O)cc1	?	?	-3%
Cc1c2cnn(CC(=O)NC(C)C)c(=O)c2c(C)n1Cc1cccc(Cl)c1	-28%	?	-4%
O=C(CN(Cc1ccco1)C(=O)c1nsc(Cl)c1Cl)NC1CCCCC1	-22%	7%	-9%
CCN(CC)C(=O)c1sc(NC(=O)Cc2ccccc2)c(C#N)c1C	-24%	-20%	2%
CCOC(=O)C1=C(c2ccccc2)NC(SC)=C(C#N)C1c1ccco1 (centres undefined)	18µM*	21µM*	-1%
CC(C)N1CC(O)=C(c2ccccc2)C1=N	4%	0%	-1%
O=C(Cn1nc(-c2ccc(Cl)cc2)ccc1=O)NCCCN1CCN(Cc2ccccc2)CC1	?	?	-3%
O=C(Nc1ccc2c(c1)OCO2)c1ccc(=O)[nH]n1	3%	18%	-12%
COc1ccc(CCNC(=O)C2CCN(C(=O)c3ccc(C(C)(C)C)cc3)CC2)cc1OC	?	?	-22%
CC(Oc1cc(Cl)ccc1Cl)C(=O)N/N=C\c1ccnn1C (centres undefined)	-29%	?	0%
O=C(NCCOc1ccccc1)C(c1ccccc1)c1ccccc1	-2%	-2%	-7%
Cc1ccc2c(=O)c(C(=O)c3ccccc3)cn(CC(=O)Nc3ccccc3)c2n1	-17%	-6%	2%
O=C1N=C(N2CCN(c3ccccc3)CC2)S/C1=C/c1cccs1	-20%	?	-3%
CC(C)OC(=O)c1cccnc1SCC(=O)Nc1ccc(C(F)(F)F)cc1Cl	-28%	-22%	-5%
CCOc1ccc(CN=C(N)N=C(N)N)cc1Cl	12µM*	5.8µM*	-7%
Cc1ccc2[nH]c3c(=O)n(CC(=O)N(CCN(C)C)Cc4ccccc4)ncc3c2c1	?	23µM*	20%
Cn1c(=S)[nH]c(=O)c2ncc(=O)[nH]c21	-1%	13%	-4%
O=C(CSc1ncccn1)NN=C1CCCCCC1	1%	0%	-5%
CNC(=O)C12CC3CC(CC(Cl)(C3)C1)C2	7%	2%	-4%
COc1cccc(/C=N/NC(=O)C(=O)NCc2ccco2)c1O	7.3µM*	21µM*	-2%
COc1cc(OC)c(NC(=O)CCNS(=O)(=O)c2cc(Br)cnc2N)cc1Cl	?	?	?
CC(Sc1cccc[n+]1[O-])C(=O)Nc1ccc([N+](=O)[O-])cc1Cl (centres undefined)	0%	?	-3%
Cc1ccc(C)c(NC(=O)CNS(=O)(=O)c2ccccc2)c1	-8%	-11%	2%
CN(CC(=O)Nc1cccc(F)c1)C(=O)c1cc([N+](=O)[O-])ccc1N1CCCCC1	?	29µM*	-7%
COc1ccc(Cc2nc3ccc(C(=O)N(C)Cc4cc(C)[nH]n4)cc3o2)cc1OC	-29%	-19%	0%
CC(Cc1nnc(N)s1)c1ccccc1 (centres undefined)	1%	1%	4%
COc1cc(O)c2c(=O)cc(C)oc2c1CC=C(C)C	3%[9.04 µM]	-23%[9.04 µM]	-14%
Cc1ccc(NC(=O)CC2S/C(=N/c3nccs3)N(C)C2=O)cc1C (centres undefined)	-12%	-24%	-5%
O=C(O)c1nc(N2CCOCC2)nc(N2CCOCC2)n1	0%	-9%	-7%
Cc1ccc(OCC(=O)N2CCCC(CCC(=O)N(C)CCc3ccccn3)C2)cc1 (centres undefined)	-23%	?	-26%
Cc1cc(O)c(-c2ccnc3cc(-c4ccccc4)nn23)cc1Cl	?	?	-9%
Cc1ccccc1-c1c(C)oc2cc(O)ccc2c1=O	?	-24%	-20%
Cc1n(Cc2ccccc2)c2cc([N+](=O)[O-])ccc2[n+]1Cc1ccccc1	?	21µM*	1%
Cc1ccc(N(CC(=O)NCC2CCCO2)C(=O)CNS(=O)(=O)c2ccc(Cl)cc2)cc1 (centres undefined)	-3%	-25%	-2%
COc1ccc(-c2noc(CSc3nnc(-c4ccc(Cl)cc4)n3C)n2)cc1OC	?	16µM*	-2%
CC1(C(=O)O)NCCc2cc(O)c(O)cc21 (centres undefined)	?	?	-15%
COc1ccccc1-n1cc(CN2CCc3onc(-c4ccc(Br)cc4)c3C2=O)nn1	?	?	.
CCOc1ccc(CCNC(=O)CCc2nnc3ccc(N4CCCC4)nn23)cc1OCC	?	?	-2%
Cc1ccc(S(=O)(=O)N2CCN(Cc3ccccc3)CC2)c(C)c1NS(C)(=O)=O	-11%	-24%	-2%
Cc1ccc(NS(=O)(=O)c2c(C)nc3sccn3c2=O)cc1C	?	?	-9%
NCCc1nnc(SCc2c(Cl)cccc2Cl)o1	-28%	?	-38%
Cc1ccc(NS(=O)(=O)c2cccc(C(=O)NCC(c3ccco3)N3CCCC3)c2)cc1 (centres undefined)	?	?	0%
O=C(/C=C/c1ccc([N+](=O)[O-])cc1)OCC(=O)N1CCCC1	?	-17%	-1%
CC(C(=O)O)n1c2ccccc2c2cnn(C)c(=O)c21 (centres undefined)	-21%	20%	1%
CCOC(=O)C1CCN(C(c2cc(OC)c(OC)c(OC)c2)c2sc3nc(C)nn3c2O)CC1 (centres undefined)	?	-29%	-3%

4 entries from above, with each value named.
NCCc1nnc(SCc2c(Cl)cccc2Cl)o1
  DT40 TDP1 CPT: -28%	TDP1 cell noCPT: ?	GCN5L2 inh: -38%
COc1ccccc1-n1cc(CN2CCc3onc(-c4ccc(Br)cc4)c3C2=O)nn1
  DT40 TDP1 CPT: ?	TDP1 cell noCPT: ?	GCN5L2 inh: .
Cc1ccc(S(=O)(=O)N2CCN(Cc3ccccc3)CC2)c(C)c1NS(C)(=O)=O
  DT40 TDP1 CPT: -11%	TDP1 cell noCPT: -24%	GCN5L2 inh: -2%
Cc1ccc(NS(=O)(=O)c2cccc(C(=O)NCC(c3ccco3)N3CCCC3)c2)cc1 (centres undefined)
  DT40 TDP1 CPT: ?	TDP1 cell noCPT: ?	GCN5L2 inh: 0%

(more compounds)
smiles	DT40 TDP1 CPT	TDP1 cell noCPT	GCN5L2 inh
CC1(C)NC(=O)N(CCOCCOc2c(Cl)cc(Cl)cc2Cl)C1=O	?	?	-7%
COc1ccc(-c2cn3nc(N4CCCC(C(=O)Nc5ccc(C)c(C)c5)C4)sc3n2)cc1 (centres undefined)	?	12µM*	0%
c1ccc2c(C(c3nnnn3-c3ccc4c(c3)OCCO4)N3CCCCC3)ccnc2c1 (centres undefined)	?	?	.
CC(C)=CCN1CCN(Cc2ccc(C#CC(C)(C)O)s2)CC1CCO (centres undefined)	-5%	2%	15%
Cn1cc(CN2CCC(CO)(CCCc3ccccc3)CC2)c(-c2ccccc2)n1	16µM*	?	-2%
COc1ccccc1/C=C1\SC(=S)N(Nc2nc(C)cc(C)n2)C1=O	?	-28%	-2%
CN(C)S(=O)(=O)c1ccc(C(=O)OCCc2ccccc2)cc1	-1%	-16%	-3%
CCOC(=O)c1c[nH]n(-c2ccccc2)c1=O	2%	-28%	-3%
O=C1CCC(=O)N1CNc1ccccn1	4%	?	0%
CCN(C(=O)COC(=O)Cc1c[nH]c2ccccc12)C1CCS(=O)(=O)C1 (centres undefined)	6%	4%	0%
Cn1c(-c2ccsc2)c(-c2cccs2)c2cc(-c3cccc4[nH]ccc34)ccc21	?	?	0%
COc1ccccc1N1CCN(CC(=O)N(CC(C)C)c2c(N)n(CC(C)C)c(=O)[nH]c2=O)CC1	0%	0%	-2%
COc1ccc(N2C(=O)c3cc4ccccc4cc3C2=O)cc1	?	?	0%
Cc1nc2ccccc2n1S(=O)(=O)c1ccc(Br)cc1	-13%	-27%	-2%
COc1ccc(OC)c(/C=N\NC(=O)c2cc3c(ccc4ccccc43)o2)c1	?	?	-17%
O=C(Nc1ccnn1C1CCN(C(=O)c2ccc(F)cc2)CC1)C1CCOC1 (centres undefined)	3%	9%	-3%
CCC(C)CCN1C(Nc2ccccc2)=NC[C@@H]1Cc1ccccc1 (some centres undefined)	21µM*	16µM*	1%
C[C@@H]1CN(Cc2ccc3c(c2)CN(Cc2coc4ccccc4c2=O)CCO3)C[C@H](C)O1	?	?	.
CCOC(=O)c1c(-c2ccc(F)cc2)csc1NC(=O)C1CC=CCC1C(=O)O (centres undefined)	-3%	-20%	-4%
Cc1ccc(NC(=O)COC(=O)c2ccc(C)c(S(=O)(=O)N3CCOCC3)c2)cc1	10%	6%	-2%
CC1(C(=O)NS(=O)(=O)c2cccc(C#N)c2)CCN1C(=O)CC1CC1 (centres undefined)	17%	7%	.
O=C(NCc1ccccc1)c1c[nH]c2ccc(S(=O)(=O)Nc3ccc4c(c3)OCCO4)cc2c1=O	-24%	-29%	-9%
COc1ccc(-c2cc(C(=O)N3CCN(Cc4ccccc4)CC3)no2)cc1OC	-21%	-23%	-10%
COc1ccccc1N1CCN(C(=O)CCS(=O)(=O)c2ccc3c(c2)oc(=O)n3C)CC1	-10%&-22%	27%&-25%	-1%&-1%
CCOc1ccccc1-c1noc(CCCC(=O)NC2CCCCC2)n1	0%	-20%	1%
CCOc1ccccc1Nc1nnc(SCC(=O)Nc2cccc(S(=O)(=O)NC3=NCCCCC3)c2)s1	23µM*	18µM*	-3%
CC(=O)OCCn1c(=O)c2cc3c(=O)n(CCOC(C)=O)c(=O)c3cc2c1=O	?	?	2%
O=C(Nc1nncs1)c1ccccc1NS(=O)(=O)c1cccs1	-28%	-5%	-24%
Cc1ccc(C(=O)O)cc1NC(=O)CSc1ncnc2sc3c(c12)CCC3	?	-7%	-3%
CCOc1ccc(-n2ccc(=O)c(C(=O)O)n2)cc1	7%	11%	-12%
COc1cccc(NC(=O)c2sc3nc(C)c(C(=O)Nc4ccc(C)cc4C)c(-c4ccc(Br)cc4)c3c2N)c1	?	-30%	?
COc1cccc(-c2ccc(C#N)c(SCC(=O)NCc3ccco3)n2)c1	-11%	-20%	-4%
CCN(CC)CCC(=O)N1c2ccccc2CCc2ccc(NC(=O)OC)cc21	-21%	-7%	-1%
Cc1ccc(NC(=O)C2CCCN(S(=O)(=O)c3cccc4cccnc34)C2)c(C)c1 (centres undefined)	?	?	-1%
CC(C)c1nc(N2CCN(C(=O)c3ccccc3)CC2)c(C#N)c2c1COC(C)(C)C2	?	?	-2%
COc1ccccc1N(Cc1ccccc1)S(=O)(=O)c1cccc(C(=O)Nc2cccc(C)n2)c1	?	?	-7%
O=C(Nc1ccccc1)c1ccc(Br)c(S(=O)(=O)Nc2cccnc2)c1	-11%	-23%	0%
CC1(C)Cc2cccc(OCC(=O)Nc3nccs3)c2O1	-20%	?	-7%
CCOC(=O)COc1ccc2c(C#N)c3ccccn3c2c1	-15%	4%	?
CN(CC(=O)Nc1ccc(Cl)cc1)C(=O)CNC(=O)c1ccc2c(c1)OCO2	1%	-1%	-5%
C=CCn1c(CCNC(=O)c2ccco2)nc2ccccc21	10%	-3%	-3%
C/C(=N\NC(=O)COc1ccc(C(C)(C)C)cc1)c1cc2ccccc2o1	0%	?	-1%
O=C1c2ccccc2C(=O)N1CC(O)COCc1ccccc1 (centres undefined)	-2%	-14%	-3%
O=C(Cc1ccc(Cl)cc1)N/N=C/c1ccccc1	-9%	-18%	-2%

Compounds from the list above containing bromine, in the order listed:
smiles	DT40 TDP1 CPT	TDP1 cell noCPT	GCN5L2 inh
COc1cc(OC)c(NC(=O)CCNS(=O)(=O)c2cc(Br)cnc2N)cc1Cl	?	?	?
COc1ccccc1-n1cc(CN2CCc3onc(-c4ccc(Br)cc4)c3C2=O)nn1	?	?	.
Cc1nc2ccccc2n1S(=O)(=O)c1ccc(Br)cc1	-13%	-27%	-2%
COc1cccc(NC(=O)c2sc3nc(C)c(C(=O)Nc4ccc(C)cc4C)c(-c4ccc(Br)cc4)c3c2N)c1	?	-30%	?
O=C(Nc1ccccc1)c1ccc(Br)c(S(=O)(=O)Nc2cccnc2)c1	-11%	-23%	0%

An excerpt; count on the stated rates, not on these rows.
